# SIAE inh: blocks human sialic acid acetylesterase. SIAE FP-Rh probe binding, fluorescence polarization. inhibition, % at 9.66 µM. hit rate 0.69% among 370,000. AID 1053197;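 active = inhibition above a cutoff: mean of compounds within the control limits plus 3 SD of those, cut at about 17% in these data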;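 also: 0% = plate median of compound wells and 100% = probe without SIAE protein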
# rCAG binder: binds r(CAG) RNA repeats. hit rate 1.3% among 370,000. inhibition, % at 3 µM. r(CAG) RNA repeat, TO-PRO-1 dye displacement fluorescence;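 active = inhibition above the plate cutoff, the mean of all test compounds on that plate plus 3 SD, cut at about 35% in these data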;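 also: 0% = DMSO alone and 100% = 100 µM mitoxantrone as full dye displacement; higher means more dye released from RNA so lower well fluorescence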
# TCR-CD3 inh: inhibitors of human TCR-CD3 interaction. TAMRA-labeled TCR probe fluorescence, biochemical. inhibition, % at 9.4 µM. hit rate 0.37% among 360,000. AID 651800; in the data active = inhibition above about 19%;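 also: recombinant mutant TCR 2C K166C tagged with TAMRA read by polarization; 0% = receptor in buffer alone and 100% = receptor with positive control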
# GC-B act: GC-B (human) receptor activation | P20594 | HEK293-GC-B cells, CNP EC30, cGMP TR-FRET; 0% at EC30 CNP, 100% saturating CNP | activation, % at 10 µM | hit rate 0.11% among 370,000 | AID 1920062;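 active = activation at 10 µM reaching about 35% in either raw or pattern-adjusted values, limit read from the data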
# Target sequence (P20594 whole entry, looked up): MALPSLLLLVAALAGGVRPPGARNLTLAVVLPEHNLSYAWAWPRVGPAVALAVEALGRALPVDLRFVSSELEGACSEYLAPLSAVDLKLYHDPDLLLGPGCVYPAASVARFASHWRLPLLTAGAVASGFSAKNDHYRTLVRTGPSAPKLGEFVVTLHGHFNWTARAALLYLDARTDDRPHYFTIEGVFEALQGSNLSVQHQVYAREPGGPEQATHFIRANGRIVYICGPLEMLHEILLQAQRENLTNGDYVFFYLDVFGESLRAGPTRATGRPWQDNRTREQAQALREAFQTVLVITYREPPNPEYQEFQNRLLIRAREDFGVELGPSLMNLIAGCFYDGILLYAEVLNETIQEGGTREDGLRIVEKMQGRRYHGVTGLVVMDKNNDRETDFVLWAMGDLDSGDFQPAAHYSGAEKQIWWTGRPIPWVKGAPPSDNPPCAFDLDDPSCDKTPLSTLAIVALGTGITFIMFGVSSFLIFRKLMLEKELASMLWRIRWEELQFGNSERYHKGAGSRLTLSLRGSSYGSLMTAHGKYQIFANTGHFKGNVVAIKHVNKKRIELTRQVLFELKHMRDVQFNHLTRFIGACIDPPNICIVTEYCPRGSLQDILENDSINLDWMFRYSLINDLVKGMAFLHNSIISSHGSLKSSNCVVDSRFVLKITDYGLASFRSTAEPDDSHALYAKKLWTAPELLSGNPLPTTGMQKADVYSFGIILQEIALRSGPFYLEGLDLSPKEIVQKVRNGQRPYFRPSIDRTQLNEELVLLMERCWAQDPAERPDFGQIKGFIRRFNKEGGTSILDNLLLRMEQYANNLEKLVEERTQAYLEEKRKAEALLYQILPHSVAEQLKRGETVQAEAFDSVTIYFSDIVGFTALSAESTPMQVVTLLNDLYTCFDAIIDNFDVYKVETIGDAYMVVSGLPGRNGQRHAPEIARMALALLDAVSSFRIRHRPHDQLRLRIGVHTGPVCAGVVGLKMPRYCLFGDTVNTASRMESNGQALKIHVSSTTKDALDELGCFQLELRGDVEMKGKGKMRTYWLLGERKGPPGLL
# UHRF1 binding: blocks human UHRF1 binding to methylated DNA. Q96T88. UHRF1 binding to methylated oligo, TR-FRET. inhibition, % at 4.4 µM. hit rate 0.75% among 370,000. AID 687016; in the data active = inhibition above about 21%;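 also: UHRF1 SRA domain binding a hemimethylated CpG hairpin DNA probe; 0% = median of test compound wells and 100% = reference inhibitor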
# GC-A act: GC-A (human) enzyme activation. AID 1671463. HEK293 GC-A cells, cGMP TR-FRET, EC30 ANP; 0% at EC30 ANP, 100% saturating ANP. P16066. hit rate 0.14% among 370,000. activation, % at 10 µM; in the data active = activation above about 40%
# MBD2 DNA inh: MBD2-methylated oligo binding inhibition | Q9UBB5 | inhibition, % at 4.4 µM | AID 686964 | TR-FRET, MBD2 binding to methylated oligonucleotide | hit rate 0.31% among 370,000; in the data active = inhibition above about 13%
# PRMT1 FP inh: inhibitors of human PRMT1 | hit rate 1.3% among 370,000 | inhibition, % at 2.79 µM | recombinant PRMT1, activity-based probe fluorescence polarization | Q99873;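 active = inhibition above about 21% made by adding two undisclosed values, limit read from the data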
# HTRA1 inh: blocks human HTRA1 serine peptidase | Q92743 | recombinant HTRA1, FP-rhodamine activity-based probe, fluorescence polarization | inhibition, % at 5.96 µM | hit rate 0.5% among 340,000 | AID 504803; in the data active = inhibition above about 36%;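 also: 0% = enzyme with DMSO and 100% = wells lacking enzyme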
# mABHD4 FP: inhibitors of mouse ABHD4; Q8VD66; purified mABHD4, FP-Rh probe fluorescence polarization; inhibition, % at 8.92 µM; hit rate 0.54% among 370,000; AID 720543;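 active = inhibition exceeding the mean over every tested compound plus 3 SD, cut at about 30% in these data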;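 also: 0% = plate median of compound wells and 100% = S159A mutant with DMSO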
#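 Assay system: Wild-type mouse ABHD4 protein | Medium: HEPES pH 7.0 buffer, 150 mM NaCl, 0.01% Pluronic F-127 | Incubation: Enzyme–compound pre-incubation 45 min, then probe 60 min, both 25 °C | Technique: Fluorescence polarization with parallel and perpendicular emission, 525/598 nm | Evaluation: % inhibition of FP-Rh probe binding versus controls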
# * marks the source's active call; other numbers are inactive results; / = no result given.
SMILES,SIAE inh,rCAG binder,TCR-CD3 inh,GC-B act,UHRF1 binding,GC-A act,MBD2 DNA inh,PRMT1 FP inh,HTRA1 inh,mABHD4 FP
CCc1ncc(CN2CCCC(C(=O)Nc3ccc(-c4cscn4)cc3)C2)cn1 (centres undefined),7,-4,4,3,-1,4,0,-3,1,5
Cc1cc(C)nc(N2CCC(C(=O)NCc3cccc(C(F)(F)F)c3)CC2)n1,-3,-1,5,-2,-1,3,-4,1,1,-7
CC(=O)NC(c1ccccc1)c1nc(-c2cc(F)cc(F)c2)cs1 (centres undefined),-3,3,-5,-5,6,-4,-6,-3,/,-19
COc1ccc(OC)c2sc(N3CCc4ccccc4C3)nc12,3,0,8,-1,0,3,2,8,-5,3
Cc1cccc(OCC(=O)NCCN2CCOCC2)c1,-1,0,9,3,-3,1,-7,10,1,0
Cc1ccc(C(=O)NC(=S)NNC(=O)COc2ccc([N+](=O)[O-])cc2)cc1,-4,9,8,3,0,3,0,4,-11,3
Cc1ccccc1OCC(=O)NC1CCCCCCC1,4,-6,2,3,-2,2,5,3,-16,2
CC1(C)CC(NC(=O)c2ccc(-c3ccc([N+](=O)[O-])cc3)o2)CC(C)(C)N1,5,12,-1,5,-1,0,2,10,6,12
COc1cc(NC(=O)CSc2ccc(-c3ccco3)nn2)cc(OC)c1,8,13,14,-4,-3,-2,0,20,-15,-3
CN[C@H]1CCc2cc(OC)c(OC)c(OC)c2-c2ccc(OC)c(=O)cc21,7,2,2,4,-1,-4,-2,-2,-1,-2
CCc1nnc(NC(=O)CSC(=S)N2CCOCC2)s1,0,-1,1,0,1,1,0,-2,7,-1
COc1cccc(NCc2cc3c(C(C)(C)C)nn(-c4ccccc4)c3[nH]c2=O)c1,7,12,6,1,-3,3,-2,2,-2,-9
COc1cc(SC)ccc1C(=O)OCc1nc2ccsc2c(=O)[nH]1,3,4,-2,-7,0,0,-1,3,-3,14
C[C@H](CO)N1C[C@H](C)[C@@H](CN(C)S(=O)(=O)c2cccs2)Oc2ccc(NC(=O)c3ccncc3)cc2C1=O,2,5,2,2,-1,1,4,-1,-1,3
CC(C)[C@H](NC(=O)c1ccccc1)C(=O)NC1=NCCS1,1,2,0,8,-2,-2,-4,0,6,5
O=C(CSc1ccccc1)Nc1ccc2c(c1)OCO2,6,2,2,4,-4,1,-4,-5,-3,-2
CCN1C(=O)C(NC(C)=O)c2cc(OC)ccc21 (centres undefined),-2,1,-10,4,-2,2,-7,8,8,-1
CN(Cc1ccccc1)C(=O)OCc1cn(Cc2ccccc2C(F)(F)F)nn1,1,-2,/,6,-2,1,-5,-7,/,3
O=C(CSC(=S)N1CCOCC1)Nc1nccs1,-15,1,0,-2,0,0,-4,0,5,0
COC(=O)c1ccc(Cl)cc1N(Cc1c(F)cccc1Cl)S(C)(=O)=O,0,-4,0,-5,2,-5,-1,-2,-3,-10
CCOC(=O)c1c(CN2CCN(C)CC2)oc2ccc(OC)cc12,-8,-7,-7,3,0,-5,1,3,3,2
CCOc1cc(C=O)ccc1OCC(N)=O,4,-2,-3,1,-1,2,4,3,-3,3
Cn1c(C(C#N)C(=O)c2ccco2)nc2ccccc21 (centres undefined),-2,3,-1,-7,0,0,1,0,17,-3
CN(Cc1cccs1)C(=O)c1cccc(S(=O)(=O)N2CCCCCC2)c1,0,-2,-3,-3,-1,1,1,14,2,2
COc1ccc(NC(=O)C2CC(c3ccccc3Cl)=NO2)cc1 (centres undefined),-2,-4,-3,0,2,-1,0,5,6,7
CNC(=O)c1c(NC(=O)C2=COCCO2)sc2c1CCC(C)C2 (centres undefined),4,-3,1,1,-3,0,0,-1,-6,8
CCc1nnc(NC(=O)c2cccc(S(=O)(=O)N(C)c3ccccc3)c2)s1,-4,4,-4,3,1,-2,5,-4,-3,-9
Cc1noc(C)c1NC(=O)N(C)C[C@@H]1Oc2c(NC(=O)c3ccncc3)cccc2C(=O)N([C@H](C)CO)C[C@@H]1C,-2,0,7,2,0,-2,6,2,4,-10
N#Cc1cccc(NC(=O)CSc2nnc(C3CC3)n2C2CC2)c1,1,3,0,0,-1,-1,1,1,4,1
C#CCN(C1CC1)S(=O)(=O)c1ccccc1Br,-7,-1,/,4,0,5,3,-4,/,0
COc1ccc(C(C2C(=O)CC(C)(C)CC2=O)C2C(=O)CC(C)(C)CC2=O)cc1,4,-4,3,3,0,-1,-7,-1,0,1
CCn1c(SCC(=O)N2CCN(c3ccccc3)CC2)nc2c([nH]c3ccccc32)c1=O,3,-2,3,0,3,-3,4,1,1,-8
Cc1cccc(-n2ncc3c2CCCC3NC(=O)c2ccncc2)c1C (centres undefined),-1,0,6,-1,0,1,0,0,-2,-1
Cc1ccc(NC(=O)C2=COCCO2)cc1S(=O)(=O)N1CCOCC1,-3,4,-2,5,0,0,-4,1,10,6
O=C(CN1CC[n+]2c(-c3ccccc3)csc21)c1ccc(Br)cc1,8,7,13,3,2,9,2,49*,/,6
COc1cccc(/C=N/NC(=O)c2csc(-n3nc(C)cc3C(F)(F)F)n2)c1,-6,0,6,-1,-2,6,3,0,-24,-3
COCCN1C(=O)c2ccc(C(=O)NCc3ccco3)cc2C1=O,-2,-3,-5,-6,0,2,-2,-1,3,4
CC(=O)Nc1ccc(NC(=O)C2(C)Cc3c(-c4cccc(C(F)(F)F)c4)ccnc3O2)cc1 (centres undefined),-2,0,7,15,1,4,2,1,/,-3
Nc1[nH]c(C(=O)c2ccccc2)c(-c2ccncc2)c1C(=O)NCc1ccc(Cl)cc1,-1,2,5,-4,-2,-12,-6,-4,/,-4
COc1cccc2cc(C(=O)C3=C(O)C(=O)N(CCN4CCOCC4)C3c3ccc(Cl)cc3)oc12 (centres undefined),2,27,6,-2,-3,-6,-2,-3,7,2
CC(NS(=O)(=O)c1ccc(Cl)cc1)C(=O)OCC(=O)c1ccc[nH]1 (centres undefined),6,3,1,0,14,-3,8,1,2,2
Nc1cc2[nH]c(=O)c3ccccc3c2cc1[N+](=O)[O-],-1,15,5,8,-18,13,-10,-1,5,9
COc1cc(/C=C/C(=O)O)ccc1OCc1ccccc1C#N,-9,0,0,1,-2,-2,-3,2,3,-4
CSCCC(NC(=O)OC(C)(C)C)C(=O)NC(C(=O)NC(CC(C)C)C(N)=O)C(C)C (centres undefined),-1,-9,1,6,1,-1,-1,1,-3,-1
Cc1ccccc1-c1cnc(C(O)c2cc(Cl)cc(Cl)c2)[nH]1 (centres undefined),-2,2,1,-3,-1,-4,2,2,/,-9
Oc1cccc(NC(=S)Nc2ccc(SC(F)F)cc2)c1,6,15,-6,1,-1,8,10,10,6,-16
Cc1nnc(SCCn2c(N3CCCC(C)C3)nc3c2c(=O)n(C)c(=O)n3C)s1 (centres undefined),-3,2,0,4,-1,-3,1,-1,0,2
COc1cc(CNC2CCCC2)cc(OC)c1OC,9,0,6,1,-2,-2,3,-2,-15,2

# 14 structures from above, ordered by molecular weight, lowest first.
SMILES,SIAE inh,rCAG binder,TCR-CD3 inh,GC-B act,UHRF1 binding,GC-A act,MBD2 DNA inh,PRMT1 FP inh,HTRA1 inh,mABHD4 FP
COc1cc(CNC2CCCC2)cc(OC)c1OC,9,0,6,1,-2,-2,3,-2,-15,2
COc1cc(/C=C/C(=O)O)ccc1OCc1ccccc1C#N,-9,0,0,1,-2,-2,-3,2,3,-4
Oc1cccc(NC(=S)Nc2ccc(SC(F)F)cc2)c1,6,15,-6,1,-1,8,10,10,6,-16
COCCN1C(=O)c2ccc(C(=O)NCc3ccco3)cc2C1=O,-2,-3,-5,-6,0,2,-2,-1,3,4
Cc1ccccc1-c1cnc(C(O)c2cc(Cl)cc(Cl)c2)[nH]1 (centres undefined),-2,2,1,-3,-1,-4,2,2,/,-9
Cc1ccc(NC(=O)C2=COCCO2)cc1S(=O)(=O)N1CCOCC1,-3,4,-2,5,0,0,-4,1,10,6
CC(NS(=O)(=O)c1ccc(Cl)cc1)C(=O)OCC(=O)c1ccc[nH]1 (centres undefined),6,3,1,0,14,-3,8,1,2,2
O=C(CN1CC[n+]2c(-c3ccccc3)csc21)c1ccc(Br)cc1,8,7,13,3,2,9,2,49*,/,6
COc1cccc(/C=N/NC(=O)c2csc(-n3nc(C)cc3C(F)(F)F)n2)c1,-6,0,6,-1,-2,6,3,0,-24,-3
Nc1[nH]c(C(=O)c2ccccc2)c(-c2ccncc2)c1C(=O)NCc1ccc(Cl)cc1,-1,2,5,-4,-2,-12,-6,-4,/,-4
Cc1nnc(SCCn2c(N3CCCC(C)C3)nc3c2c(=O)n(C)c(=O)n3C)s1 (centres undefined),-3,2,0,4,-1,-3,1,-1,0,2
CCn1c(SCC(=O)N2CCN(c3ccccc3)CC2)nc2c([nH]c3ccccc32)c1=O,3,-2,3,0,3,-3,4,1,1,-8
CC(=O)Nc1ccc(NC(=O)C2(C)Cc3c(-c4cccc(C(F)(F)F)c4)ccnc3O2)cc1 (centres undefined),-2,0,7,15,1,4,2,1,/,-3
CSCCC(NC(=O)OC(C)(C)C)C(=O)NC(C(=O)NC(CC(C)C)C(N)=O)C(C)C (centres undefined),-1,-9,1,6,1,-1,-1,1,-3,-1

# Continuation.
SMILES,SIAE inh,rCAG binder,TCR-CD3 inh,GC-B act,UHRF1 binding,GC-A act,MBD2 DNA inh,PRMT1 FP inh,HTRA1 inh,mABHD4 FP
CC1=NNC(=O)C1CCC(=O)N/N=C/c1c(Cl)cccc1Cl (centres undefined),8,-2,10,-3,0,-3,-1,2,-7,-1
O=C(COc1ccccc1[N+](=O)[O-])N/N=C/C=C/c1ccco1,7,7,9,-3,-4,2,-4,12,7,6
CC(C)(C)c1cc(=O)n2c(nc3ccccc32)[nH]1,12,0,1,7,0,4,-4,0,-1,3
O=C(C[n+]1cc(-c2ccc(F)cc2)n2c1CCC2)c1cccs1,-2,-1,-5,-5,0,3,3,-1,6,7
O=C(/C=C/c1ccc([N+](=O)[O-])cc1)NCc1ccco1,2,0,0,-2,-9,3,-10,-3,-1,3
CCCN(C(=O)c1cn(C)c(=O)c2ccccc12)c1ccccc1C,2,-8,6,-11,-1,-41,-3,0,3,-6
Cc1ccccc1NC(=O)CN1CCC(C(=O)c2ccc3c(c2)OCCO3)CC1,-5,2,0,1,1,1,1,1,-11,0
CSCCC(NC(=O)COc1ccccc1)C(=O)OCCOc1ccc(F)cc1 (centres undefined),3,-7,-1,3,0,-3,4,4,-5,0
NC(=O)c1nc(-c2ccccc2)c(-c2ccccc2)[nH]c1=O,1,0,2,-1,1,2,-4,-5,4,4
COc1ccc(-c2nc3ccccc3c(=O)n2O)cc1,4,1,0,0,1,-1,1,0,7,4

# Compound activity as filed in PubChem.

# The list is partial; count on the stated rates, not on these rows.
